PMI inhibition: human PMI inhibitors, high substrate, primary screen, biochemical, fluorescence intensity, high mannose 6-phosphate (AID 1220). 190,000 tested, 0.66% active. inhibition, % at 20 µM, or IC50 in µM where a hit was titrated. Mannose-6-phosphate isomerase (Homo sapiens). recombinant PMI enzyme, coupled fluorescence intensity; higher % means a stronger effect
AID2073: inhibitors of Mint1-CaV2.2 protein interaction, biochemical, HTRF (AID 2073) | HTRF protein-protein interaction, Mint1-CaV2.2; higher % means a stronger effect | inhibition, % at 20 µM; hits with a dose series show IC50 in µM | 290,000 tested, 0.19% active; in the data active = inhibition mostly above about 51%, no sharp cut-off; note: some results filed as inactive read as strong as hits
M17LAP inhibition: P. falciparum M17LAP inhibitors, primary screen, biochemical, fluorogenic H-Leu-NHMec substrate, 1536-well (AID 1619). 220,000 tested, 0.38% active. Leucine aminopeptidase (Plasmodium falciparum (isolate 3D7)). inhibition, % at 30 µM; hits with a dose series show IC50 in µM. recombinant M17LAP, H-Leu-NHMec fluorogenic kinetic assay; higher % means a stronger effect;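 active = compound inhibiting the enzyme by more than half at any dose during confirmatory dose-response retesting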;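 note: plate controls were full reaction with DMSO carrier for no effect and no enzyme background for full effect; strong numbers were not always called active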
human PMI inhibition: inhibitors of human PMI, primary screen, biochemical, fluorescence intensity, coupled assay (AID 1209). purified PMI enzyme, coupled fluorescence intensity; higher % means a stronger effect. inhibition, % at 20 µM, or IC50 in µM where a hit was titrated. Mannose-6-phosphate isomerase (Homo sapiens). 190,000 tested, 0.42% active;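 note: plate controls were DMSO vehicle for no effect and wells lacking substrate for full effect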
Dynein transport: inhibitors of GR-EGFP nuclear translocation, primary screen, dynein cargo transport inhibitor project, imaging, high-content, 3617.4 mouse cells. 220,000 tested, 0.47% active. test concentration mostly 20 µM; stimulated with dexamethasone, 1 µM; stronger effect = lower value. z-score, hits read low. AID 1381, 2008;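 active = plate z-score of nuclear minus cytoplasmic receptor signal below a set negative limit, without overly bright fluorescence or cell loss, cut at about -3.5 in these data, passing the limit was not always enough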;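 note: z-score of nuclear minus cytoplasmic ring GR-EGFP intensity difference per well; some compounds called inactive have numbers as strong as hits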
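Buffer or medium: Induction medium lacking tetracycline, stripped serum | Also added: Dexamethasone agonist, 1.0 µM final, for 30 min | Timing: 48 h induction, 1 h compound, 30 min dex at 37 °C | Detection: Formaldehyde fixation, Hoechst nuclear stain, 10x automated fluorescence imaging | Measure: Nuclear versus cytoplasmic GR-EGFP signal, averaged per well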
LYP inhibition: inhibitors of LYP phosphatase, biochemical, fluorescence intensity, uHTS (AID 1779) | Tyrosine-protein phosphatase non-receptor type 22 (Homo sapiens) | recombinant LYP phosphatase, fluorescence intensity; higher % means a stronger effect | one-dose inhibition, % at 11.5 µM; IC50 in µM for titrated hits | 290,000 tested, 0.054% active;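 note: plate controls were vehicle with enzyme for no effect and no enzyme for full effect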
M1AAP inhibition: P. falciparum M1AAP inhibitors, biochemical, fluorogenic H-Leu-NHMec substrate, 1536-well (AID 1445); Aminopeptidase N (Plasmodium falciparum (isolate 3D7)); recombinant M1AAP, H-Leu-NHMec fluorogenic kinetic assay; higher % means a stronger effect; inhibition, % at 30 µM; hits with a dose series show IC50 in µM; 220,000 tested, 0.42% active;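 active = primary inhibition above the hit cutoff, then over 50% inhibition at one or more dose response concentrations, cut at about 23% in these data, passing the limit was not always enough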;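 note: plate controls were DMSO full reaction for no effect and no enzyme background for full effect; strong numbers were not always called active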
SIAH1 antagonists: Siah-1 peptide-binding antagonists, primary screen, biochemical, fluorescence polarization, rhodamine-plectin, uHTS (AID 1817). E3 ubiquitin-protein ligase SIAH1 (Homo sapiens). Siah-1 / rhodamine-plectin peptide fluorescence polarization; higher % means a stronger effect. displacement, % at 20 µM; hits with a dose series show IC50 in µM. 290,000 tested, 0.02% active;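 active = displacement of at least 50% at 20 µM, with a fluorescence ratio check between 0.3 and a set limit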;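 note: plate controls were Siah plus tracer with DMSO for no effect and tracer alone without Siah for full effect; strong numbers were not always called active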
XIAP displacement: XIAP antagonists, biochemical, IAP family, fluorescence polarization (AID 1018); XIAP BIR domain, fluorescence polarization peptide displacement; higher % means a stronger effect; one-dose displacement, % at 20 µM; IC50 in µM for titrated hits; 200,000 tested, 0.007% active; in the data active = displacement above about 50%; note: a part of the inactive calls stands beside numbers as strong as those of hits
Dynein transport cytoplasmic EGFP: further read-out of Dynein transport, marked with its call; z-score; measured here: cytoplasmic GR-EGFP intensity; stronger effect = higher value
Dynein transport nuclear GR-EGFP: further read-out of Dynein transport, marked with its call; z-score; measured here: nuclear GR-EGFP intensity;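 lower value marks the stronger effect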
Dynein transport cell count: recorded beside Dynein transport, whose call it bears; z-score; measured here: cell count per field
* hit, by the source's call; . = not tested or not shown. Cut-off read from the data, not from the text of the source, unless noted: active = inhibition above about 50%; inactive = the rest. Compounds were not picked by outcome; about 2.1% have a hit in one of these screens.

SMILES	PMI inhibition	AID2073	M17LAP inhibition	human PMI inhibition	Dynein transport	Dynein transport cytoplasmic EGFP	Dynein transport nuclear GR-EGFP	Dynein transport cell count	LYP inhibition	M1AAP inhibition	SIAH1 antagonists	XIAP displacement
COC(=O)CC1=C(C(=O)OC)C(c2cc(OC)c(OC)cc2OC)C(C#N)=C(N)O1 (stereo unspecified)	15.0%	-2.2%	5.4%	15.5%	-1.17	-0.0754	-0.596	0.235	-0.8%	4.1%	1.7%	-6.2%
O=C(COC(=O)C12CC3CC(CC(O)(C3)C1)C2)N1CCN(S(=O)(=O)c2ccc(Cl)cc2)CC1	-5.6%	-4.4%	7.8%	-0.8%	2.44	-0.164	1.29	-2.57	-8.0%	-7.1%	2.6%	-1.0%
COc1ccccc1OCC(=O)Nn1c(=S)[nH]c2ncccc2c1=O	-3.7%	0.7%	35.6%	-3.3%	-0.729	-0.269	-0.356	0.523	-5.6%	16.3%	-3.1%	-1.6%
O=C(CSc1n[nH]c(=O)[nH]c1=O)N/N=C/c1ccccc1	-5.3%	3.5%	21.1µM*	-6.1%	1.18	-0.209	0.0838	-0.175	-1.5%	4.8%	5.1%	-0.9%
CCCC(=O)Nc1ccc(N2CCCCC2)cc1	3.8%	-3.2%	9.9%	8.0%	2.14	-0.135	0.905	-1.27	-2.8%	7.3%	-0.5%	-7.1%
O=C1NC(=O)C2(COC3(CCCC3)OC2)S1	5.4%	5.6%	-25.8%	8.7%	-0.204	-0.327	-0.0287	0.19	-5.5%	-1.2%	2.6%	-4.3%
COc1cc(OC)cc(C(=O)N/N=C/c2ccc(OC)c(COc3ccc4ccccc4c3)c2)c1	8.0%	15.0%	2.0%	6.8%	0.0526	-0.171	0.618	0.139	13.6%	1.9%	-0.6%	-3.1%
O=C(Nc1cccn(Cc2c(Cl)cccc2Cl)c1=O)c1c(Cl)cccc1Cl	36.2%	-8.8%	0.1%	13.4%	-0.0106	-0.22	-0.231	0.76	6.9%	5.8%	-2.4%	2.4%
CCn1c(SCC(=O)c2ccc(Cl)s2)nnc1-c1cccs1	-13.7%	10.8%	9.1%	-8.1%	0.427	-0.22	0.187	0.0865	-0.9%	-7.3%	-2.3%	-4.5%
Cc1nnc(SCC(=O)N2CC(=O)Nc3ccccc32)n1Cc1ccccc1	-3.1%	-16.0%	5.5%	6.4%	1.39	-0.249	-0.568	0.239	-7.3%	1.5%	-2.9%	-1.5%
O=C(NCCNc1ccc([N+](=O)[O-])cc1C(F)(F)F)c1cccc(F)c1	19.4%	4.8%	1.2%	15.8%	-0.41	-0.257	-0.353	0.413	-1.2%	8.9%	4.6%	-0.2%
CC(C)NS(=O)(=O)c1ccc(CCC(=O)NCc2ccc3c(c2)OCO3)cc1	-2.0%	13.7%	6.2%	-5.7%	-0.618	0.325	-0.666	0.197	-3.3%	33.6µM*	4.7%	-2.8%
O=C(NCCO)/C(=C\c1ccco1)NC(=O)c1cccs1	0.9%	6.8%	12.2%	-11.3%	1.68	-0.179	0.828	-1.32	-5.3%	-6.1%	-1.1%	-6.4%
COc1ccc(NC(=O)c2oc3ccccc3c2NC(=O)c2ccco2)cc1	13.6%	15.9%	-1.8%	15.4%	-0.277	-0.192	0.436	-0.81	4.3%	-8.2%	2.0%	-4.8%
O=c1oc2ccccc2cc1C1=Nn2c(nnc2-c2cccnc2)SC1	-11.6%	-9.4%	-6.5%	-16.8%	-0.564	-0.245	-0.0432	1.05	-6.1%	12.0%	-0.3%	-1.8%
CCCC(C)n1[nH]c(=O)cc1N (stereo unspecified)	-11.2%	1.4%	1.4%	0.1%	0.156	-0.242	-0.613	-0.424	-3.2%	4.9%	0.0%	-0.6%
CCOc1ccccc1N1CCN(Cc2c(C)n(C)n(-c3ccccc3)c2=O)CC1	-7.0%	10.6%	-6.2%	-10.2%	-0.368	-0.329	-0.424	0.238	-3.3%	-3.0%	0.3%	-6.9%
CCOC(=O)c1sc(NC(=O)CCSC)nc1C	-46.3%	1.4%	-5.7%	-48.0%	0.401	-0.214	0.304	0.265	-0.9%	7.9%	0.2%	-2.4%
FC(F)(F)c1ccc(CN2C[C@@H]3C(c4ccc(C(F)(F)F)cc4)C4(c5cccnc5)CC3(C4)[C@H]2c2ccccc2)cc1 (stereo partly specified)	.	11.5%	11.9%	.	-1.46	-0.772	-0.698	0.981	-0.1%	1.4%	12.6%	.
Cc1ccc(C(=O)O)cc1N1C(=O)CCCC1=O	1.3%	21.2%	-0.8%	-1.8%	0.026	-0.25	0.259	-0.42	-0.6%	5.2%	13.8%	-0.3%
Cc1cccc(C)c1OCC(=O)Nn1c(COc2ccccc2)nc2ccccc2c1=O	8.7%	20.3%	8.8%	10.4%	-0.478	-0.236	-0.153	0.358	-6.5%	-3.3%	-2.1%	-5.7%
Cc1ccccc1C(O)c1cccnc1 (stereo unspecified)	2.0%	-1.4%	6.4%	3.7%	-1.1	-0.21	-0.541	0.671	-0.3%	2.2%	7.4%	-9.8%
CC(=O)c1cccc(OCC(=O)N(C)CC(=O)Nc2ccc(F)cc2)c1	.	2.4%	7.3%	.	0.164	-0.148	0.687	-1.34	-13.9%	-8.0%	-2.0%	.
O=C(CSc1nnc(-c2ccncc2)o1)NCc1ccccc1	-9.5%	-2.6%	10.4%	-9.5%	0.285	-0.23	-0.274	-0.414	-10.6%	6.7%	2.3%	-2.3%
FC(F)Oc1ccc(/C=N/NC(=S)Nc2cc(C(F)(F)F)ccc2Cl)cc1	1.6%	-7.6%	5.2%	2.8%	-0.556	0.112	-0.496	-3.48	-5.0%	-3.8%	-3.2%	-6.0%

Limited to Dynein transport nuclear GR-EGFP, for some of the entries so far:
| Structure | Dynein transport nuclear GR-EGFP |
| --- | --- |
| O=C(CSc1n[nH]c(=O)[nH]c1=O)N/N=C/c1ccccc1 | 0.0838 |
| COc1cc(OC)cc(C(=O)N/N=C/c2ccc(OC)c(COc3ccc4ccccc4c3)c2)c1 | 0.618 |

(listing goes on)
SMILES	PMI inhibition	AID2073	M17LAP inhibition	human PMI inhibition	Dynein transport	Dynein transport cytoplasmic EGFP	Dynein transport nuclear GR-EGFP	Dynein transport cell count	LYP inhibition	M1AAP inhibition	SIAH1 antagonists	XIAP displacement
CN(NC(=O)COc1ccccc1)C1=NS(=O)(=O)c2ccccc21	.	7.9%	4.9%	.	1.01	-0.228	1	-0.665	-4.1%	6.9%	2.6%	-1.0%
Cc1onc(-c2ccccc2)c1C(=O)Nc1ccc2c(c1)OCCO2	-5.7%	7.3%	-3.9%	-8.4%	-1.49	-0.218	-0.359	0.989	4.6%	-3.6%	-1.8%	-4.3%
N#Cc1c2c(c(-c3ccccc3)[nH]c1=O)CCCC2	-3.1%	4.0%	-4.3%	-1.4%	1.87	-0.308	0.756	-0.701	-2.4%	3.6%	0.5%	-0.3%
CCOC(=O)c1ccc2c(c1)nc(-c1ccc(F)cc1)c1nccn12	3.1%	21.5%	18.9%	3.3%	-0.626	2.71	-0.0309	-4.22	-4.6%	1.0%	-0.9%	1.4%
Cn1c(/C(C#N)=C(\O)c2ccc([N+](=O)[O-])cc2)nc2ccccc21	-3.6%	22.1%	14.9%	-15.0%	1.62	0.367	0.869	-0.164	-7.6%	-3.0%	-0.3%	-3.8%
Cc1ccc2nc(Nc3ncc4c(n3)CCCC4=O)nc(C)c2c1	5.0%	34.0%	.	-2.3%	.	.	.	.	-1.8%	.	5.2%	-3.4%
COC(=O)C1=C(C)N(CC2CC2)C(=O)N[C@H]1c1ccc(Br)cc1	7.5%	-4.0%	2.9%	9.3%	0.0201	-0.252	0.309	0.46	1.6%	7.3%	-7.7%	-14.3%
O=C(NNc1ncnc2c1cnn2-c1ccc(F)cc1)c1cccs1	-1.6%	2.0%	7.1%	-3.4%	-0.664	-0.253	-0.642	1.05	-1.0%	8.2%	4.0%	2.6%
O=C1SCC(c2ccc(Cl)cc2Cl)=NN1Cc1nnc(-c2ccccc2)o1	11.3%	-0.5%	12.8%	9.8%	0.639	-0.17	0.427	-1.18	-0.7%	2.0%	2.5%	-5.4%
O=C(/C=C/c1ccc(Cl)cc1Cl)N(Cc1ccc(Cl)cc1)C1CCS(=O)(=O)C1 (stereo unspecified)	7.5%	-4.3%	-3.7%	9.9%	0.288	-0.276	-0.127	-0.626	0.8%	3.1%	0.9%	-5.2%
Cc1cc(O)c(NC(=S)NC(=O)c2ccc(-c3ccc(Cl)cc3)o2)cc1C	13.6%	-1.3%	5.3%	14.8%	2.01	-0.134	0.714	-2.55	10.7%	8.9%	-8.6%	-15.0%
O=C(CCCn1c(=S)[nH]c2cc3c(cc2c1=O)OCO3)N1CCN(c2ccccn2)CC1	20.4%	-39.3%	2.6%	19.5%	-0.233	-0.184	-0.218	0.492	-3.8%	22.9%	-3.6%	-5.1%
COc1ccccc1NC(=O)NC1(C(=O)N2CCC(O)CC2)CCCCC1	11.9%	-2.4%	5.3%	13.0%	-0.483	-0.292	-0.0323	-0.0369	-4.6%	10.7%	5.2%	-4.4%
CC(C)CCNC(=O)C(Cc1ccccc1)NS(=O)(=O)c1ccc2c(c1)c(=O)n(C)c(=O)n2C (stereo unspecified)	0.1%	-1.8%	-3.5%	1.6%	-0.591	-0.256	-0.334	1.12	-8.9%	2.9%	3.2%	-0.1%
O=C(Cc1cccs1)Nc1cccc(-c2nc3ccccc3o2)c1	0.6%	4.6%	-8.7%	7.6%	-0.368	-0.143	-0.213	0.252	-10.9%	-7.8%	1.6%	-6.0%
CCCCOc1ccc(CSC(=N)N)cc1Cl	.	4.4%	2.8%	.	3.34	0.0976	1.74	-0.113	-7.7%	3.0%	-2.1%	.
Cc1onc(-c2ccccc2Cl)c1C(=O)NC(=S)Nc1ccccc1F	5.6%	-4.4%	-2.4%	10.6%	-0.459	-0.295	0.0523	0.258	3.9%	4.6%	-3.3%	-0.6%
CC1(C)CC(=O)C2=C(C1)OC(N)=C(C#N)[C@@H]2c1ccccc1[N+](=O)[O-]	.	-13.8%	1.4%	.	-0.2	-0.288	-0.505	0.748	-6.5%	1.9%	-6.1%	.

High-throughput results: PubChem, several laboratories
